PglD inh: PglD (C. jejuni) enzyme inhibition; 0.098% of 360,000 active; purified PglD enzyme, DTNB colorimetric CoA detection; inhibition, % at 12.5 µM; AID 602405; in the data active = inhibition above about 16%, passing the limit was not always enough; also: strong numbers were not always called active
Casp6 inh: caspase-6 (human) enzyme inhibition; P55212; purified caspase-6, Z-VEID-R110 cleavage fluorescence; inhibition, % at 12.5 µM; 0.53% of 350,000 active; AID 686996;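 active = mean inhibition across replicates at least about 35%, with every replicate also reaching that limit, limit read from the data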;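 also: 0% = median of neutral control wells and 100% = no fluorescence left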
esBAF inh: inhibitors of esBAF chromatin remodeling in mouse ES cells | AID 602393 | 2% of 350,000 active | reporter increase, % at 12.5 µM | Bmi1-luciferase knock-in reporter, 24 h; 100% = twice the neutral-well signal; in the data active = activation above about 40%;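 also: 0% = median of the plate's neutral control wells and 100% = double that signal; a rise in the Bmi1 reporter signal indicates esBAF inhibition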
ERp5 block: ERp5 (human) disulfide isomerase inhibition; ERp5 insulin aggregation, absorbance 650 nm, 90 min; inhibition, % at 9.99 µM; 0.05% of 350,000 active;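 active = mean replicate inhibition above about 25%, with every replicate also reaching it, limit read from the data, passing the limit was not always enough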
RAD52 anneal inh: blocks human RAD52 DNA annealing; P43351; recombinant RAD52 DNA annealing, FRET fluorescence; inhibition, % at 18.7 µM; 0.46% of 360,000 active; AID 651710;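 active = every replicate showing at least 50% inhibition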
Target sequence (P43351 whole entry, looked up): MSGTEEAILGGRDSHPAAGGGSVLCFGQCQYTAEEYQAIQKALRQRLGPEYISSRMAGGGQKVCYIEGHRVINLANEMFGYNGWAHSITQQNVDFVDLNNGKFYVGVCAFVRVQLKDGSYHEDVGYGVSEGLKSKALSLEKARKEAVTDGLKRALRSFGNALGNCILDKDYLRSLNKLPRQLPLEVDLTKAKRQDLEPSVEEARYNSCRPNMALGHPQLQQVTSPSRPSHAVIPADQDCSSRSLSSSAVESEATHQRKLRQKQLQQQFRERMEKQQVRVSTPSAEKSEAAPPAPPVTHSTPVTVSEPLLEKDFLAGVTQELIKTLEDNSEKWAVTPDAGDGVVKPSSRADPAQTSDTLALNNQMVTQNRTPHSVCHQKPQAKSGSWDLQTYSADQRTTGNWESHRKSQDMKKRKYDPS
E-selectin induc: induces E-selectin expression in human endothelial cells | 0.37% of 260,000 active | AID 686992 | HUVEC E-selectin immunofluorescence imaging; normalized: neutral wells 0, TNF-alpha wells 100 | activation, % at 7.58 µM;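 active = mean E-selectin-positive cell signal at least 10% of the positive control, reached in at least 60% of replicates, without over 20% cell loss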;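 also: in these data hits start at about 27%; measured in HUVEC primary endothelial cells; signal is the percent of cells scored E-selectin positive by PE staining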
Target sequence (P16581 whole entry, looked up): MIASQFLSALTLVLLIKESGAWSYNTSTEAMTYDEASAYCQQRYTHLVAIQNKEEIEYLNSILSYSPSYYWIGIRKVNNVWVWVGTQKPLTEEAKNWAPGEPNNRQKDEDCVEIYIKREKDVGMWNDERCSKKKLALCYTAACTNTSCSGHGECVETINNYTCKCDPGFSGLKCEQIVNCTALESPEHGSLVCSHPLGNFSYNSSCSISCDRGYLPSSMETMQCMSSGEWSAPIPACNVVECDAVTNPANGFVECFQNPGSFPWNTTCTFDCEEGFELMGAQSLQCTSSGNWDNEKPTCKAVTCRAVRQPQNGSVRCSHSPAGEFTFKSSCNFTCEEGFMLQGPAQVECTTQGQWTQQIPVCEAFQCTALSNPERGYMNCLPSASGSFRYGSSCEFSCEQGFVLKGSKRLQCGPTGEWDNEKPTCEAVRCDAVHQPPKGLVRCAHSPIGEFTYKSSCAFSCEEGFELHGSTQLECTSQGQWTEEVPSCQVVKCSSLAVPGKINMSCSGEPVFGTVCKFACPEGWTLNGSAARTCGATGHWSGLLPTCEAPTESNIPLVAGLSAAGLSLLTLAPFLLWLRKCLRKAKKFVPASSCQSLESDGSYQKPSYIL
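material = human umbilical vein endothelial cells (HUVEC), E-selectin induction | quantity = 3,000 cells/well | medium = EGM-2 growth medium on 0.1% gelatin-coated wells | technique = immunofluorescence imaging | read-out basis = % PE-positive cells | control set = TNF-alpha positive control, DMSO neutral control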
ARNT TACC3 PPI: ARNT/TACC3 interaction disruption | Q9Y6A5 | 0.66% of 390,000 active | AID 623870 | AlphaScreen His-ARNT PAS-B/GST-TACC3 binding, luminescence; TACC3 fragment carries E629A point mutation | inhibition, % at 9.99 µM;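 active = mean inhibition of replicates at least 50% and at least half of replicates each reaching 50%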;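 also: 0% = complete ARNT plus TACC3 wells and 100% = ARNT alone without TACC3; many hits fall short of the cut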
RAD54 branch: inhibitors of human RAD54 branch migration; RAD54 Holliday junction branch migration, FAM/BHQ fluorescence; inhibition, % at 10.4 µM; 0.14% of 360,000 active; AID 602329;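 active = mean normalized replicate activity at least 40 and at least half of replicates scoring 40 or more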;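 also: 0% = median of neutral control wells and 100% = median of positive control wells; inhibitors cause a drop in the FAM fluorescence signal; in these data hits start at about 50%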
* hit, by the source's call; x = not tested or not shown.

SMILES	PglD inh	Casp6 inh	esBAF inh	ERp5 block	RAD52 anneal inh	E-selectin induc	ARNT TACC3 PPI	RAD54 branch
O=C(NC1CCCCC1)N[C@@H]1CC[C@@H](CC(=O)N2CCOCC2)O[C@@H]1CO	-1	0	3	-1	-9	1.3	-10	2
CN(C)CCNc1oc(COc2ccc(Cl)cc2Cl)nc1C#N	5	x	4	x	x	x	7	4
COc1ccc(C2C(C(=O)c3ccco3)=C(O)C(=O)N2CC2CCCO2)cc1 (stereo not given)	1	-3	3	1	-11	0.0	9	-13
C=CCn1c(=O)c(C(=O)NCCc2ccccc2)c(O)c2ccccc21	-6	x	-2	x	x	x	-3	-10
CCOC(=O)C1=C(N)OC2=C(C(=O)CCC2)C1c1cccnc1 (stereo not given)	-2	x	-3	x	x	x	-1	-2
CCCN(c1ccc(C(C)C)cc1)S(=O)(=O)c1c(C)noc1C	3	x	-10	x	x	x	-1	0
O=C([C@@H]1[C@@H](CO)[C@@H]2Cn3c(ccc(C4=CCCC4)c3=O)[C@H]1N2Cc1nccs1)N1CCCCC1	-3	2	-3	7	-17	-0.3	-11	-27
Cc1cccc(NS(=O)(=O)c2ccc3c(c2)Cc2cc(S(=O)(=O)Nc4cccc(C)c4C)ccc2-3)c1C	2	-4	x	1	-47	x	-7	-1
Cc1[nH]c(=O)c(C#N)c(C)c1CCC(=O)Nc1cc(S(C)(=O)=O)ccc1Cl	9	-3	-1	7	-8	-0.1	x	0
CCc1ccc(NC(=O)COc2ccc(/C=C(/C#N)c3nc4ccccc4[nH]3)cc2OC)cc1	6	-1	x	5	-39	1.5	-2	-2
CCOC(=O)c1c(NC(=O)CSc2nncs2)sc(C)c1-c1ccccc1	x	-2	x	3	-48	x	0	x
O=C(NNC(=O)c1sccc1-n1cccc1)Nc1ccccc1	x	1	x	0	-19	x	7	x
O=C(/C=C/c1ccccc1)NCC(=O)N/N=C/c1ccco1	5	2	3	-1	2	0.0	0	-2
O=C(C[C@H]1C=C[C@H](NC(=O)CCN2CCCCC2)[C@H](CO)O1)NCc1ccc(Cl)c(Cl)c1	-3	-3	0	6	3	-0.1	6	5
CO[C@H]1CN(C)C(=O)c2cc(NS(C)(=O)=O)ccc2OC[C@@H](C)N(C(=O)C2CCCC2)C[C@H]1C	1	32	5	2	0	-0.1	-6	-9
CC1(C)Cc2c(cnn2-c2cccc(F)c2)C(NC(=O)CN2CCCC2=O)C1 (stereo not given)	-3	-1	10	-1	-16	x	-5	-6
CN(CC(=O)Nc1c(Cl)cccc1Cl)C(=O)Cc1ccc2c(c1)CCC2	-2	1	x	-4	1	-0.2	1	3
CC1CCN(S(=O)(=O)c2ccc3c(c2)N(CC(=O)NCCCOC(C)C)C(=O)CO3)CC1	0	-2	-3	-9	-17	x	-17	-14
CCCNC(=O)C[C@H]1CC[C@@H]2[C@H](COc3ccc(NC(=O)c4cc(F)cc(F)c4)cc3C(=O)N2C)O1	1	x	2	x	x	0.0	-2	-5
Cc1noc(C)c1CSc1cc(C)c2ccccc2n1	-3	-8	9	3	-10	x	-1	-1
O=C(O)CCCCn1c(SCC(=O)Nc2ccccc2C(F)(F)F)nc2ccsc2c1=O	x	0	x	10	-3	x	-5	x
CN1C[C@@H]2[C@H](c3ccccc31)[C@@H](CO)N2C(=O)Nc1cccc(F)c1	5	4	0	4	-10	0.2	-8	12
COc1ccc(CCNC(=O)Nc2ccc3c(c2)c(=O)n(C)n3Cc2ccc(Cl)cc2)cc1OC	-4	2	0	0	-11	-0.7	x	9
CCOC(=O)c1nnn(-c2nonc2N)c1-c1ccccc1	0	x	-2	x	x	x	-1	-1
CCc1ccc(-c2cc(C(F)(F)F)n3nc(C(=O)Nc4cnn(Cc5ccccc5C)c4)cc3n2)s1	2	x	-2	x	x	x	-18	-11

At a glance, seven of the compounds above.
SMILES	PglD inh	Casp6 inh	esBAF inh	ERp5 block	RAD52 anneal inh	E-selectin induc	ARNT TACC3 PPI	RAD54 branch
O=C([C@@H]1[C@@H](CO)[C@@H]2Cn3c(ccc(C4=CCCC4)c3=O)[C@H]1N2Cc1nccs1)N1CCCCC1	-3	2	-3	7	-17	-0.3	-11	-27
Cc1cccc(NS(=O)(=O)c2ccc3c(c2)Cc2cc(S(=O)(=O)Nc4cccc(C)c4C)ccc2-3)c1C	2	-4	x	1	-47	x	-7	-1
Cc1[nH]c(=O)c(C#N)c(C)c1CCC(=O)Nc1cc(S(C)(=O)=O)ccc1Cl	9	-3	-1	7	-8	-0.1	x	0
CCc1ccc(NC(=O)COc2ccc(/C=C(/C#N)c3nc4ccccc4[nH]3)cc2OC)cc1	6	-1	x	5	-39	1.5	-2	-2
CCOC(=O)c1c(NC(=O)CSc2nncs2)sc(C)c1-c1ccccc1	x	-2	x	3	-48	x	0	x
O=C(NNC(=O)c1sccc1-n1cccc1)Nc1ccccc1	x	1	x	0	-19	x	7	x
O=C(/C=C/c1ccccc1)NCC(=O)N/N=C/c1ccco1	5	2	3	-1	2	0.0	0	-2

Carrying on.
SMILES	PglD inh	Casp6 inh	esBAF inh	ERp5 block	RAD52 anneal inh	E-selectin induc	ARNT TACC3 PPI	RAD54 branch
COc1ccccc1CNC(=O)C[C@H]1C[C@@H]2c3cc(NC(=O)c4ccc5c(c4)OCO5)ccc3O[C@@H]2[C@@H](CO)O1	-1	6	-6	-4	-14	0.8	-5	7
C[C@H](CO)N1C[C@H](C)[C@H](CN(C)C(=O)Nc2ccc(F)cc2)Oc2ccc(NC(=O)C3CCCCC3)cc2CC1=O	-1	-1	5	1	-1	-3.5	-4	7
O=C(Nc1cccc(Cl)c1)N[C@H]1CC[C@H](CCNC(=O)C2CCCC2)O[C@@H]1CO	0	0	-4	3	-3	0.2	-7	-2
COc1cccc(CNC(=O)C[C@@H]2CC[C@H](NC(=O)C3CCC3)[C@H](CO)O2)c1	1	1	3	2	-6	-1.4	7	-7
CCCn1c(CN2CCN(C(C)=O)CC2)nc2cc(S(=O)(=O)N(C)C)ccc21	-6	0	-8	1	-11	x	-6	-5
CC(=O)Nc1ccc(NC(=O)c2c(-c3ccccc3)noc2C)cn1	-6	-3	x	0	-6	0.8	x	8
COc1ccc(OCCNC(=O)c2ccccc2OCC(=O)Nc2ccc(NC(C)=O)cc2)cc1	4	x	18	x	x	x	-8	-2
O=C1CCSc2c1ccc1ccccc21	x	-8	x	2	-8	x	1	x
O=S(=O)(c1ccc(Cl)cc1)N1CCCC1c1nc(-c2ccc(Cl)cc2)no1 (stereo not given)	7	x	-1	x	x	-0.7	-4	13
O=C(CCCc1nc(-c2ccccc2)no1)Nc1cccnc1	4	x	-3	x	x	x	2	11
CCN(CC)S(=O)(=O)c1cc(NC(=O)CSc2nnc(-c3cccs3)o2)ccc1C	-3	x	3	x	x	x	7	-12
CCCCc1ccc(N=N/C(C(=O)Nc2ccc(NC(C)=O)cc2OC)=C(/C)O)cc1	-2	-1	-9	1	-1	4.8	x	-2
O=C(C[C@@H]1C/C=C/CCCC(=O)O[C@H](c2ccccc2)CNC1=O)N[C@H](CO)Cc1ccccc1	-3	-10	3	2	0	0.0	-1	16
COc1cccc(-c2cn(CC[C@H]3CC[C@H](NC(C)=O)[C@@H](CO)O3)nn2)c1	1	-1	-1	-2	-6	0.0	-10	-3
COc1ccc(OC)c(NS(=O)(=O)c2ccc3c(c2)CCC(=O)N3)c1	-2	x	0	x	x	x	-8	-8
CCc1cc(=O)[nH]c(SCc2cccnc2)n1	2	x	-1	x	x	x	-6	-3
CC(C)(C)c1ccccc1OCCCCCn1ccnc1	x	2	x	0	23	1.9	-21	x
COc1ccc(-n2c(Cc3cccn3C)nnc2SCC(=O)N2CCC(C)CC2)cc1	-5	-1	-5	2	-38	0.0	x	0
CCCC#Cc1ccc([C@H]2[C@@H](CO)N3C(=O)CN(C(=O)c4ccc(F)cc4)C[C@@H]23)cc1	x	2	x	-2	-23	0.2	x	x
CCOC(=O)CCC(=O)Nc1ccc(S(=O)(=O)N2CCc3ccccc32)cc1	-3	-1	1	-2	-26	x	-4	7
Cc1csc(C(=O)O)c1NC(=O)c1ccc(F)cc1	3	1	-1	0	-4	0.7	10	-1
COc1ccc(CCN(C)S(=O)(=O)c2cn(C)c(=O)n(C)c2=O)cc1OC	1	-2	-1	-10	-11	-0.4	-4	-2
O=C(CSc1ccc2nnc(CCNC(=O)c3ccc(F)cc3)n2n1)NCC1CCCO1 (stereo not given)	1	-2	-4	-3	-2	x	-3	-19
CS(=O)(=O)N1CCc2cc(S(=O)(=O)Nc3ccc4c(c3)OCCO4)ccc21	1	1	4	-4	-11	x	-2	12
C[C@@H]1CCCCO[C@H](CN(C)C(=O)CCCN(C)C)[C@H](C)CN([C@@H](C)CO)C(=O)c2cc(NS(=O)(=O)c3ccc(Cl)cc3)ccc2O1	-4	0	2	-2	52*	0.1	-1	9
SMILES	PglD inh	Casp6 inh	esBAF inh	ERp5 block	RAD52 anneal inh	E-selectin induc	ARNT TACC3 PPI	RAD54 branch
O=C(C(c1ccccc1)c1ccccc1)N1CC[C@@]2(O)CCCC[C@H]2C1	8	-2	2	2	-4	-2.7	-3	-4
CN(C)CCCNC(=O)C[C@H]1CC[C@H](NC(=O)Cc2cccnc2)[C@@H](CO)O1	2	1	-1	-1	4	0.2	-6	2
CO[C@H]1CN(C)C(=O)c2cc(NC(=O)C3CCC3)ccc2OC[C@H](C)N(Cc2ccncc2)C[C@@H]1C	2	1	3	-4	2	0.1	-3	-1
Clc1ccc2nc(C(Cl)(Cl)Cl)[nH]c2c1	0	0	x	1	-3	0.2	x	-10
CCOC(=O)C1CCCCN1C(=O)c1oc2c(Cl)cc(C)cc2c1C (stereo not given)	5	2	2	2	4	1.3	-17	4
Cc1ccc(SC(CC(=O)c2ccc(C)cc2)C(=O)O)cc1 (stereo not given)	8	x	-13	x	x	x	2	-6
COC(=O)c1cc(S(=O)(=O)N2CCC(C)CC2)ccc1F	4	x	-2	x	x	x	-6	11
COc1ccc(C)cc1S(=O)(=O)N(C)CC(=O)N1CCCC1	0	-2	-2	2	-12	0.0	-1	3
C[C@@H]1CN([C@@H](C)CO)C(=O)c2cc(-c3ccc(C(=O)N(C)C)cc3)cnc2O[C@@H]1CN(C)C(=O)c1ccncc1	-12	-2	-3	-1	-1	21	-3	9
CCNS(=O)(=O)c1cc(-c2nnc(OC)c3ccccc23)ccc1C	0	4	-12	-1	10	-0.1	20	3
CCOc1ccc(N(C(=O)c2snc(C(N)=O)c2N)C(C(=O)NCC2CCCO2)c2ccco2)cc1 (stereo not given)	-1	1	-6	4	-2	-0.1	x	1
CCCC(C)NC(=O)Cn1c(=O)c2c(ncn2CCC(C)C)n(Cc2ccccc2)c1=O (stereo not given)	-3	-3	3	2	-13	x	8	-45
CCOC(=O)c1ccc(NC2c3ncccc3C(=O)N2Cc2ccc(F)cc2)cc1 (stereo not given)	6	x	11	x	x	x	-1	-6
Nc1ccn(CC(=O)NCc2ccccn2)c(=O)n1	-6	-2	13	-4	-32	x	-8	-6
COc1ccc(CNC(=O)C2CCC(=O)N(CC3CCCCC3)C2)cc1 (stereo not given)	5	-1	7	1	-15	x	4	6
COC(=O)CCCC1=CC2=C(c3ccccc3)C(=O)C(C)(OC(=O)C3CCCC3)C(=O)C2=CN1CCCCO (stereo not given)	-2	17	-6	-3	-9	-0.1	5	-3
Cc1cc(C)c(S(=O)(=O)N2CCN(C(=O)C3CC3)CC2)c(C)c1	0	3	3	0	-4	2.8	0	6
Cc1c(NC(=O)CN2C(=O)NC3(CCCC3)C2=O)c(=O)n(-c2ccccc2)n1C	x	-5	x	1	-4	-0.6	-2	x
CCN(c1ccccc1)S(=O)(=O)c1cccc(C(=O)NCC(c2cccs2)N(C)C)c1 (stereo not given)	x	0	x	-7	-12	3.0	5	x
CCC(C)NC(=O)C(NS(=O)(=O)c1ccc2c(c1)c(=O)n(C)c(=O)n2C)c1ccccc1 (stereo not given)	-4	0	-1	2	-2	0.7	15	3
CN(C)C(=O)C[C@H]1CC[C@@H]2[C@@H](COc3ccc(NC(=O)C4CCCCC4)cc3C(=O)N2C)O1	-2	1	0	-2	-5	0.4	0	-12

Compound activity deposited in PubChem BioAssay by Broad Institute.
